Bioassay records as filed in PubChem BioAssay.
CAL PDZ inh: blocks peptide binding to human CAL PDZ domain; Q9HD26; AID 504414; inhibition, % at 20 µM; purified CAL PDZ, TMR-peptide fluorescence polarization, 1 h; actives 0.02% (n = 330,000);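 active = highest replicate inhibition of at least 40%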;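 note: plate controls were DMSO neutral control wells for no effect and unlabeled competitor peptide control wells for full effect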
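Material: tagged CAL PDZ domain; buffer or medium: 25 mM sodium phosphate pH 7.4, 150 mM NaCl, TCEP, IgG, Thesit; compound dosing: single point, 20 µM; schedule: 1 h incubation at room temperature before polarization reading; measured by: FP readout, S and P plane fluorescence; read-out basis: percent inhibition from loss of millipolarization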
PvdQ inh: blocks Pseudomonas aeruginosa PvdQ acylase activity; inhibition, % at 10 µM; purified PvdQ acylase, fluorescence plate reader; actives 0.063% (n = 340,000); in the data active = inhibition above about 30%, passing the limit was not always enough;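 note: 0% = vehicle neutral wells and 100% = reference inhibitor wells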
PfHsp90 set2: inhibits growth of yeast expressing Plasmodium falciparum Hsp90; S. cerevisiae expressing PfHsp90, BacTiter-Glo ATP, 48 h; yeast lacking PDR1 and PDR3 efflux regulators; inhibition, % at 9.4 µM; actives 0.32% (n = 310,000); AID 504621;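 active = every replicate shows inhibition above about 80%, whatever the replicate mean, limit read from the data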;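 note: 0% = DMSO neutral controls and 100% = 20 µM radicicol positive controls; yeast relying on Plasmodium falciparum Hsp90 in place of its own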
Wnt act: activators of Wnt/beta-catenin signaling; Wnt/beta-catenin reporter cell assay, activator, plate reader; activation, % at 9.35 µM; actives 1.2% (n = 300,000); AID 743398; in the data active = activation above about 30%, passing the limit was not always enough;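 note: 0% = neutral control wells and 100% = positive control wells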
E coli growth: bacterial growth inhibition, counter-screen for AddAB inhibitors. E. coli V3065 growth, OD600 absorbance, 18 h. actives 0.27% (n = 330,000). inhibition, % at 11.9 µM. AID 449728;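 active = inhibition above the campaign's mean inhibition across all tested compounds plus 3 SD, cut at about 9.9% in these data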;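 note: uninfected addAB+ strain grown without phage in ampicillin broth; 0% = DMSO wells and 100% = ciprofloxacin 0.95 µg/ml wells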
Tat export inh: E. coli Tat transport inhibition. E. coli MC4100 TorA-mCherry Tat export, fluorescence. inhibition, % at 10 µM. actives 0.036% (n = 340,000). AID 488895;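 active = mean replicate inhibition at least 50% and at least half of replicates individually reaching 50%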;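 note: exported cargo escapes ClpAP degradation while cytoplasmic cargo is degraded and loses fluorescence; 0% = median of neutral control wells and 100% = median of NaSCN control wells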
AddAB inh: less growth of phage-infected E. coli with AddAB; E. coli expressing H. pylori AddAB, absorbance growth; inhibition, % at 11.9 µM; actives 0.29% (n = 330,000); AID 435030; in the data active = inhibition above about 12%;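 note: 0% = vehicle wells of infected cells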
phage Ecoli inh: E. coli growth loss with phage present; growth absorbance; inhibition, % at 11.9 µM; actives 0.26% (n = 360,000); AID 651602; in the data active = inhibition above about 11%
Rtt109 HAT inh: inhibitors of Candida albicans Rtt109/Vps75 histone acetyltransferase. inhibition, % at 34.9 µM. actives 0.16% (n = 330,000). purified Rtt109/Vps75, ThioGlo CoA-SH fluorescence, 4 h. Q5AAJ8;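 active = inhibition of at least 50% in every replicate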
Target sequence (Q5AAJ8 whole entry, looked up): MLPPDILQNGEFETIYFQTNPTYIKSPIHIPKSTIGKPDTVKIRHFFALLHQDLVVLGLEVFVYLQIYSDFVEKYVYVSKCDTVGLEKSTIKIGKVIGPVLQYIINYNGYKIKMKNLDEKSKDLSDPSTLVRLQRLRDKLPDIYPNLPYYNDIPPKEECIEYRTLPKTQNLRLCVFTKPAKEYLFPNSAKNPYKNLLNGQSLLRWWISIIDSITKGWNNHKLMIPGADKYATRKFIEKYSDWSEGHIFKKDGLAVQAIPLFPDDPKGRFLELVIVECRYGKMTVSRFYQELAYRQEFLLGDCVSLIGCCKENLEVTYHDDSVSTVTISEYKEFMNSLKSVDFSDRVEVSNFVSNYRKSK
DAGLB inhibitor: blocks human DAGLB lipase activity | Q8NCG7 | AID 504411 | actives 0.059% (n = 340,000) | inhibition, % at 5.17 µM | HEK293T DAGLB membrane lysate, EnzChek fluorogenic substrate; in the data active = inhibition above about 34%;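 note: 0% = enzyme with vehicle and 100% = wells lacking enzyme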
Target sequence (Q8NCG7 whole entry, looked up): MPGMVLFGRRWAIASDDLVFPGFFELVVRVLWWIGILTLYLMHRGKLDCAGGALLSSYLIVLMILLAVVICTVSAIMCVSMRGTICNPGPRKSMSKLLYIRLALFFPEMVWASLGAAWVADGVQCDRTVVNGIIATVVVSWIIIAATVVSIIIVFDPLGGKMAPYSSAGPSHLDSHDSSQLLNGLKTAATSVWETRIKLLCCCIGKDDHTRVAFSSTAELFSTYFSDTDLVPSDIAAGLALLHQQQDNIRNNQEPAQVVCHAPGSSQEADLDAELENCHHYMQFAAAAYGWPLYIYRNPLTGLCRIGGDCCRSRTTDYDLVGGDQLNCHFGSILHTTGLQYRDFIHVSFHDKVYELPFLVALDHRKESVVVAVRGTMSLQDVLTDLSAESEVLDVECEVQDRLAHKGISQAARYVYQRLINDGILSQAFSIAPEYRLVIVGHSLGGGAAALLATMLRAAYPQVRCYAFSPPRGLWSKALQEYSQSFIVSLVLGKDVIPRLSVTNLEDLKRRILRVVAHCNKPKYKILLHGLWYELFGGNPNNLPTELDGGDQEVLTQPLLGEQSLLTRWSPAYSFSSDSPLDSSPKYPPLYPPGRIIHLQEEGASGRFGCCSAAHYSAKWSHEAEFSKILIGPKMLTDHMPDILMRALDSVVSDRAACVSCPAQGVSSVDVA
Numbers without * were called inactive; . = no result given; & = joins results of further samples.

SMILES	CAL PDZ inh	PvdQ inh	PfHsp90 set2	Wnt act	E coli growth	Tat export inh	AddAB inh	phage Ecoli inh	Rtt109 HAT inh	DAGLB inhibitor
COc1ccc2cnnc(SCC(=O)Nc3ccc(C(C)=O)cc3)c2c1OC	-3.1	2	0	-1	-1.4	1	-1.0	2.5	3	0
Cc1nc(Cl)c(C(=O)NC(C)(C)C)c(C)c1Cl	-0.7	-9	31	-1	1.2	27	2.9	2.9	2	1
COc1cc(NC(=O)c2ccnc(N)c2)cc(C(=O)Nc2cccc(C(F)(F)F)c2)c1	-1.3	-15	2	1	-0.7	-3	0.2	1.8	-2	4
CC1=C(C)CC(C(=O)NNC(=O)c2cccc(Cl)c2)C(C(=O)O)C1 (configuration not stated)	-1.0	-3	15	2	-3.0	19	2.5	3.1	-2	-1
O=C(NCc1cccnc1)C1CC(=O)N(CCc2ccccc2)C1 (configuration not stated)	-0.6	-3	6	2	0.7	4	0.3	2.4	11	-2
COc1cccc(-c2nnc3n2N=C(c2cccc(Br)c2)CS3)c1	-1.3	-17	-9	.	-1.4	2	2.0	1.6	-32	1
CC(C)CC(O)C1CCN(C(=O)CCc2nnc(-c3ccc4c(c3)OCO4)o2)CC1 (configuration not stated)	-2.4	7	12	11	.	-3	.	2.7	6	1
O=[N+]([O-])c1ccc2oc(-c3ccccc3)nc2c1	-19	-14	-9	-2	-0.4	-2	0.9	3.7	0	-7
O=C(N/N=C/c1ccc[nH]1)c1ccccc1[N+](=O)[O-]	-1.3	-8	-11	4	1.6	7	1.5	5.1	0	1
O=C(NCc1cccs1)C1CCN(c2ccc(S(=O)(=O)N3CCOCC3)cc2Cl)CC1	.	-3	9	-2	1.0	4	2.9	3.1	-10	-3
Cc1ccc(S(=O)(=O)Nc2ccc(C(=O)N3CCN(c4ccccc4O)CC3)cc2)cc1[N+](=O)[O-]	-2.6	13	3	-2	0.3	3	0.4	1.8	21	7
O=C(CSc1nccc(-c2cccs2)n1)Nc1cccc(Cl)c1Cl	-0.1	-10	4	3	0.2	-3	2.3	1.9	1	-5
O=C(c1cnn(-c2cccc(F)c2)c1)c1ccccc1O	-0.8	-4	-3	37*	0.3	5	-0.3	3.6	-1	-7
Cc1c(C(=O)N(C)C(C)c2ccncn2)oc2c(F)cccc12 (configuration not stated)	-3.3	4	12	0	-1.3	20	0.3	1.9	-17	-4
O=C(Cn1nc(-c2ccc(Cl)cc2)ccc1=O)NCc1ccc2c(c1)OCO2	-2.3	9	18	-1	2.4	4	0.8	4.0	-4	0
O=S(=O)(c1cccc(F)c1)N1CCc2sccc2C1c1ccc(OC(F)(F)F)cc1 (configuration not stated)	-1.8	3	-11	-3	1.4	1	1.1	0.6	-10	.
C=CC[C@@H](CC(=O)N[C@@H](CO)Cc1ccccc1)C(=O)N[C@H](COC(=O)[C@@H](CC=C)Cc1ccc(F)cc1)C(C)(C)C	-0.5	1	-8	2	-0.1	24	-1.8	-3.0	0	-7
N#Cc1cccc(NC(=O)CSc2ccc3c4c(cccc24)C(=O)c2ccccc2-3)c1	1.5	0	7	-6	-2.8	1	1.1	5.6	-6	-84
Cc1cccc(OCCCC(=O)O)c1	-0.3	-8	17	-3	-3.0	2	4.6	0.4	-2	2
CC(C)(C)OC(=O)N1CCN(c2ccc([N+](=O)[O-])cc2)CC1	-1.4	-8	54	1	1.4	-13	3.8	1.8	4	0
Cc1ccccc1Cn1c(-c2ccc(=O)[nH]c2)nc2ccccc21	.	-14	-14	-5	-3.3	-1	0.6	-1.4	3	0
C(=N\Nc1nc2ccccc2s1)/c1ccco1	-3.1	17	2	22	-3.5	-1	3.4	-0.5	.	-2
CC(C)(C)OC(=O)NCCc1nnc(SCc2ccc(Cl)cc2Cl)o1	-3.0	-12	-19	-1	1.9	9	2.5	-0.8	-39	-4
CCCN(CCC)Cc1c(C(=O)N/N=C/c2c[nH]c3ccccc23)nnn1-c1nonc1N	0.5	-12	-3	-1	-0.6	1	0.2	-2.4	1	2
Cc1c(Cl)cc(-n2cnnn2)cc1[N+](=O)[O-]	-0.8	-6	-1	-2	2.4	-2	0.9	2.6	-1	3
O=C(O)C1=C(C(=O)Nc2cc(C(F)(F)F)ccc2Cl)CCCC1	-0.7	-25	-33	-1	0.8	3	3.4	4.4	-17	0
Cc1nnc2c(NCC(C)c3ccccc3)nc3ccccc3n12 (configuration not stated)	0.6	-17	20	8	.	-5	.	0.9	-3	-6
O=C(NCCN1CCOCC1)c1ccc(Cl)c(S(=O)(=O)N2CCOCC2)c1	-2.8	-6	15	-2	-0.2	0	0.5	4.1	-8	2
CC(Sc1nnc(Cc2ccccc2)n1C)C(=O)NC1CC1 (configuration not stated)	-0.9	-13	3	0	0.7	-1	-0.2	2.9	8	1
CN1CC=C2C(C#N)=C(N)C(C#N)(C#N)C(c3ccsc3)C2C1 (configuration not stated)	0.3	-6	12	-1	0.2	8	4.6	2.6	-62	-4
COc1cc(OC)c2c(-c3ccccc3)cc(=O)oc2c1C(CC(=O)N1CCOCC1)c1ccc(N(C)C)cc1 (configuration not stated)	1.1	2	.	-2	-1.5	18	1.0	2.2	-4	2
COCCCN(CCNC(=O)c1ccc(NC2=NC3CS(=O)(=O)CC3S2)cc1)Cc1ccco1 (configuration not stated)	-0.6	5	18	-2	0.6	-1	0.5	4.2	10	0
Cc1ccn(CCC(=O)N2CCc3ccccc32)n1	-2.0	-3	11	3	-0.7	-2	0.4	4.6	-10	1
O=C(NC(=S)Nc1ccccc1F)c1ccc(Br)o1	-1.9	-1	9	0	-0.2	-1	1.5	5.8	-6	-3
CC1Cc2cc(/C(O)=C3/C(=O)C(=O)N(CCCn4ccnc4)C3c3ccc(F)cc3)ccc2O1 (configuration not stated)	-1.4	-14	-12	1	0.2	11	2.0	0.3	8	1
Cc1cc2[nH]c(=O)c(=O)[nH]c2cc1S(=O)(=O)N1CCN(c2cccc(Cl)c2)CC1	-0.6	9	6	13	0.0	10	4.3	3.8	9	6
Cc1[nH]c2ccccc2c1/C=N/NC(=O)c1cc(C(C)(C)C)[nH]n1	.	.	.	0	2.3	.	0.4	2.4	.	.
Cc1ccc(SCC(=O)c2ccc(CC(=O)O)s2)cc1	.	.	.	1	1.1	.	0.1	1.0	.	.
O=C(NCCS(=O)(=O)NC1CCCC1)c1ccccc1	-3.0	2	5	0	0.9	-5	0.9	3.9	0	2
CCC(C)Cn1c(C)nc2ccccc21 (configuration not stated)	0.0	-18	-28	-1	2.2	-4	0.3	3.7	0	-2
Cc1cccc(/C=N/NC(=O)c2ccc3c(c2)OCCO3)c1O	-3.9	-7	19	17	0.9	-6	3.7	1.7	-8	3
O=C(O)c1cnnc2ccccc12	-1.1	-4	0	0	.	2	.	-0.2	-7	-2
Cc1nnc(Sc2cc(C(=O)NCCCN(C)Cc3ccccc3)c3ccccc3n2)s1	-3.7	-1	-2	0	-1.8	-5	4.0	0.1	17	0
O=C(O)c1ccc(N/N=C/C=C/c2ccccc2[N+](=O)[O-])cc1	1.2	12	-12	10	2.5	-5	0.2	-3.0	-6	4
C=CCC1Cc2c(Br)cccc2C(CC=C)N1 (configuration not stated)	-2.1	-2	10	-1	1.4	-5	0.9	3.5	-1	-2
COc1ccc(C(=O)N2CCN(C(=O)C3COc4ccccc4O3)CC2)cc1OC (configuration not stated)	-2.1	-9	2	-1	2.9	-4	7.6	-0.3	13	2
O=C(CN1CCc2ccccc2C1)NCC(=O)Nc1ccc(F)cc1	-0.8	-10	-48	-2	-1.5	2	-1.4	2.0	-3	-4
Cc1ccc(NC(=O)c2ccccc2N(C)S(=O)(=O)c2ccccc2)c(C)c1	-0.6	18	13	-3	-2.1	-7	1.5	3.2	8	-3
COc1ccccc1NC(=O)Nc1ccc(Br)cn1	-0.9	-2	-7	.	1.3	1	2.1	3.1	5	-2
COC(=O)C1=C(CSc2nnnn2C)NC(=O)NC1c1cc(C)ccc1C (configuration not stated)	-0.6	-14	11	.	0.2	-5	2.7	2.2	-1	3
CNC(=S)N1CCn2cccc2C1c1ccc(F)cc1 (configuration not stated)	0.3	-15	15	-1	0.6	-9	0.0	1.3	6	-2
C=CCOC(=O)C1=C(C)NC(SCC(=O)N(CC)CC)=C(C#N)C1c1ccco1 (configuration not stated)	-0.6&-1.7	-14&2	12	2&-1	-1.9	-5&6	2.4	2.2&-2.1	0&31	-1&-7
Cc1ccc(CN2CCN(Cc3ccc4cccc(F)c4n3)CC2CCO)cc1 (configuration not stated)	-1.0	-10	-15	-4	-1.1	-5	0.1	1.2	1	-1
COc1ccc([C@H]2CC(=O)C=C(/C=C/c3ccc(Cl)cc3)C2)cc1	-1.1	-2	-22	5	-0.5	5	0.8	5.2	-1	-4
O=C(COC(=O)CNC(=O)c1ccc(Cl)cc1)Nc1ncc(C(F)(F)F)cc1Cl	1.1	-7	-4	0	-0.9	2	-0.3	4.8	-29	2
Cc1noc2ncnc(Sc3ccc(Cl)cc3)c12	-1.0	-7	.	.	-0.6	-6	4.7	2.4	12	-14
CCOc1ccc(C2N(c3ccc(Cl)cc3)C(=O)C3CCCN32)cc1OC (configuration not stated)	-0.8	-13	-18	1	0.5	4	4.6	2.0	6	-1
Cc1ccc(CCNC(=O)c2ccc(CS(=O)(=O)Cc3ccc(F)cc3)o2)cc1	-1.4	0	-13	-1	-0.4	3	3.4	1.6	-18	0
Cc1cccc(N2C(=S)NC3c4ccccc4OC2(C)C3C(=O)N(C)C)c1 (configuration not stated)	-0.7	-15	.	-2	-3.0	-2	5.2	2.3	-2	1
Cc1cc2c3nonc3ccc2n1-c1ccccc1	-3.0	-7	14	0	-3.1	5	-1.2	3.1	-4	-7

(further entries)
SMILES	CAL PDZ inh	PvdQ inh	PfHsp90 set2	Wnt act	E coli growth	Tat export inh	AddAB inh	phage Ecoli inh	Rtt109 HAT inh	DAGLB inhibitor
CCN(CC)S(=O)(=O)c1ccc(C)c(NC(=O)COC(=O)CNC(=O)c2ccc(C(C)(C)C)cc2)c1	-1.6	-6	-6	-2	1.2	13	2.0	3.2	6	-4
CC(C)(C)c1ccc(-n2ncc3c2CCCC3NC(=O)CCN2CCCO2)cc1 (configuration not stated)	-3.4	-10	-33	-3	0.6	-1	-0.1	-4.1	3	-3
CCOC(=O)N1CCN(C(=O)CSCc2ccccc2Cl)CC1	-1.3	-15	13	6	-0.9	-3	-0.2	4.0	.	-1
COc1ccc(S(=O)(=O)N2CCN(C(=O)C3CC(=O)N(c4ccccc4F)C3)CC2)cc1OC (configuration not stated)	-1.2	6	3	3	.	1	.	2.5	0	1

Among those listed so far, 3 contain a cyano group.
SMILES	CAL PDZ inh	PvdQ inh	PfHsp90 set2	Wnt act	E coli growth	Tat export inh	AddAB inh	phage Ecoli inh	Rtt109 HAT inh	DAGLB inhibitor
N#Cc1cccc(NC(=O)CSc2ccc3c4c(cccc24)C(=O)c2ccccc2-3)c1	1.5	0	7	-6	-2.8	1	1.1	5.6	-6	-84
CN1CC=C2C(C#N)=C(N)C(C#N)(C#N)C(c3ccsc3)C2C1 (configuration not stated)	0.3	-6	12	-1	0.2	8	4.6	2.6	-62	-4
C=CCOC(=O)C1=C(C)NC(SCC(=O)N(CC)CC)=C(C#N)C1c1ccco1 (configuration not stated)	-0.6&-1.7	-14&2	12	2&-1	-1.9	-5&6	2.4	2.2&-2.1	0&31	-1&-7

Compounds as they come; any-hit rate near 1.9%.
